XIAP antagonists: XIAP antagonists, biochemical, IAP family, fluorescence polarization (AID 1018) | XIAP BIR domain, fluorescence polarization peptide displacement; higher % means a stronger effect | displacement, % at 20 µM, or IC50 in µM where a hit was titrated | 200,000 tested, 0.007% active; in the data active means displacement above about 50%; further: a part of the inactive calls stands beside numbers as strong as those of hits
LYP inhibition: inhibitors of LYP phosphatase, biochemical, fluorescence intensity, uHTS (AID 1779) | 290,000 tested, 0.054% active | one-dose inhibition, % at 11.5 µM; IC50 in µM for titrated hits | Tyrosine-protein phosphatase non-receptor type 22 (Homo sapiens) | recombinant LYP phosphatase, fluorescence intensity; higher % means a stronger effect;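 further: plate controls were vehicle with enzyme for no effect and no enzyme for full effect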
human PMI inhibitors: human PMI inhibitors, high substrate, primary screen, biochemical, fluorescence intensity, high mannose 6-phosphate (AID 1220) | 190,000 tested, 0.66% active | recombinant PMI enzyme, coupled fluorescence intensity; higher % means a stronger effect | Mannose-6-phosphate isomerase (Homo sapiens) | inhibition, % at 20 µM; hits with a dose series show IC50 in µM
AID2073: inhibitors of Mint1-CaV2.2 protein interaction, biochemical, HTRF (AID 2073). Voltage-dependent N-type calcium channel subunit alpha-1B (Homo sapiens). inhibition, % at 20 µM; hits with a dose series show IC50 in µM. HTRF protein-protein interaction, Mint1-CaV2.2; higher % means a stronger effect. 290,000 tested, 0.19% active; in the data active means inhibition mostly above about 51%, no sharp cut-off; inconclusive means no clear call, values can overlap the other calls; inactive means mostly below about 53%; further: some results filed as inactive read as strong as hits
SIAH1 antagonists: Siah-1 peptide-binding antagonists, primary screen, biochemical, fluorescence polarization, rhodamine-plectin, uHTS (AID 1817). Siah-1 / rhodamine-plectin peptide fluorescence polarization; higher % means a stronger effect. displacement, % at 20 µM, or IC50 in µM where a hit was titrated. 290,000 tested, 0.02% active;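 active means displacement of at least 50% at 20 µM, with a fluorescence ratio check between 0.3 and a set limit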;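 further: plate controls were Siah plus tracer with DMSO for no effect and tracer alone without Siah for full effect; strong numbers were not always called active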
P. falciparum M1AAP: P. falciparum M1AAP inhibitors, biochemical, fluorogenic H-Leu-NHMec substrate, 1536-well (AID 1445); recombinant M1AAP, H-Leu-NHMec fluorogenic kinetic assay; higher % means a stronger effect; inhibition, % at 30 µM; hits with a dose series show IC50 in µM; 220,000 tested, 0.42% active;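 active means primary inhibition above the hit cutoff, then over 50% inhibition at one or more dose response concentrations, cut at about 23% in these data, passing the limit was not always enough; inconclusive means conflicting primary data, or primary hits not chosen for dose response; inactive means low primary inhibition, or under 50% at every dose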;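 further: plate controls were DMSO full reaction for no effect and no enzyme background for full effect; strong numbers were not always called active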
M17LAP inhibition: P. falciparum M17LAP inhibitors, primary screen, biochemical, fluorogenic H-Leu-NHMec substrate, 1536-well (AID 1619) | Leucine aminopeptidase (Plasmodium falciparum (isolate 3D7)) | recombinant M17LAP, H-Leu-NHMec fluorogenic kinetic assay; higher % means a stronger effect | inhibition, % at 30 µM, or IC50 in µM where a hit was titrated | 220,000 tested, 0.38% active;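 active means compound inhibiting the enzyme by more than half at any dose during confirmatory dose-response retesting; inconclusive means strong single-dose inhibitors picked by rank but not retested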;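 further: plate controls were full reaction with DMSO carrier for no effect and no enzyme background for full effect; strong numbers were not always called active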
human PMI inhibition: inhibitors of human PMI, primary screen, biochemical, fluorescence intensity, coupled assay (AID 1209). one-dose inhibition, % at 20 µM; IC50 in µM for titrated hits. purified PMI enzyme, coupled fluorescence intensity; higher % means a stronger effect. Mannose-6-phosphate isomerase (Homo sapiens). 190,000 tested, 0.42% active;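 further: plate controls were DMSO vehicle for no effect and wells lacking substrate for full effect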
Dynein transport: inhibitors of GR-EGFP nuclear translocation, primary screen, dynein cargo transport inhibitor project, imaging, high-content, 3617.4 mouse cells; 220,000 tested, 0.47% active; test concentration mostly 20 µM; stimulated with dexamethasone, 1 µM; stronger effect = lower value; z-score, hits read low;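 active means plate z-score of nuclear minus cytoplasmic receptor signal below a set negative limit, without overly bright fluorescence or cell loss, cut at about -3.5 in these data, passing the limit was not always enough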;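 further: z-score of nuclear minus cytoplasmic ring GR-EGFP intensity difference per well; some compounds called inactive have numbers as strong as hits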
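Also added: dexamethasone, 1.0 µM final. Medium: tet-free, stripped-serum medium. Detection: fixed, Hoechst-stained cells imaged at 10x for EGFP. Read-out: nuclear-to-cytoplasmic GR-EGFP distribution per well. Times: induction 48 h, compound 1 h, agonist 30 min.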
Dynein transport cytoplasmic EGFP: second read-out of Dynein transport, no call of its own (marks repeat the call); z-score; measured here: cytoplasmic GR-EGFP intensity; stronger effect = higher value
Dynein transport nuclear GR-EGFP: second read-out of Dynein transport, no call of its own (marks repeat the call); z-score; measured here: nuclear GR-EGFP intensity;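 lower value marks the stronger effect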
Dynein transport cell count: further read-out of Dynein transport, marked with its call; z-score; measured here: cell count per field
The depositor's hits bear a star; u = inconclusive; x = not tested or not shown. Unless noted, no stated cut-off is given here; in the data, active means inhibition above about 50%; inactive means the rest.

cpd	XIAP antagonists	LYP inhibition	human PMI inhibitors	AID2073	SIAH1 antagonists	P. falciparum M1AAP	M17LAP inhibition	human PMI inhibition	Dynein transport	Dynein transport cytoplasmic EGFP	Dynein transport nuclear GR-EGFP	Dynein transport cell count	Molecule
1	-7.3%	-9%	-23%	3%	-9%	4%	0%	-26%	-0.37	-0.26	-0.19	0.65	CCc1nc2ccccc2n1Cc1ccc(F)cc1
2	-4.7%	-5%	4%	0%	3%	14%	0%	3%	0.57	-0.23	0.97	1.4	COc1ccc2cc(C3(C)NC(=O)N(CC(=O)NCCC4=CCCCC4)C3=O)ccc2c1 (stereo unspecified)
3	-9.3%	-6%	-1%	8%	0%	-2%	4%	7%	2.2	-0.16	1.5	-1.1	O=c1[nH]n(-c2ccccc2)c(=O)c2ccccc12
4	-5.5%	-7%	7%	-2%	6%	2%	2%	6%	0.12	-0.34	-0.51	0.37	Cc1cc(C)n(Cc2cnc(N3CCOCC3)s2)n1
5	1.6%	-1%	7%	-9%	-4%	-1%	0%	7%	0.66	-0.18	0.47	-0.21	CC(C)Nc1ncnc2c1cnn2-c1ccc(Cl)cc1
6	-4.0%	2%	48%	-5%	3%	18%	40µM*	6%	-0.28	-0.17	-0.33	-1.3	CCSc1nnc(-c2ccccc2N=Cc2c(C)[nH]n(-c3ccccc3)c2=O)c(=O)[nH]1
7	-6.3%	0%	-14%	3%	-7%	-3%	11%	-8%	1.2	-0.076	0.99	-0.93	CCN(Cc1ccccc1)C(=O)C1CCC(CNc2c(N3CCOCC3)c(=O)c2=O)CC1 (stereo unspecified)
8	1.4%	3%	7%	2%	6%	-3%	9%	2%	-0.011	-0.25	-0.35	1.1	COC(=O)c1cn(NC(=O)Cc2ccc(Cl)c(Cl)c2)c(=O)c2ccccc12
9	23%	0%	4%	-3%	1%	2%	12%	5%	0.23	-0.33	0.74	1.1	Cc1cccc(NC(=O)c2cc([N+](=O)[O-])ccc2N2CCN(C)CC2)c1
10	-9.9%	8%	13%	7%	2%	4%	6%	15%	-0.36	-0.22	-0.18	0.56	O=C(Cc1cccs1)Nc1nnc(SCc2cccc3ccccc23)s1

Reprinted at random: 3 records from the list, in no set order.
cpd	XIAP antagonists	LYP inhibition	human PMI inhibitors	AID2073	SIAH1 antagonists	P. falciparum M1AAP	M17LAP inhibition	human PMI inhibition	Dynein transport	Dynein transport cytoplasmic EGFP	Dynein transport nuclear GR-EGFP	Dynein transport cell count	Molecule
7	-6.3%	0%	-14%	3%	-7%	-3%	11%	-8%	1.2	-0.076	0.99	-0.93	CCN(Cc1ccccc1)C(=O)C1CCC(CNc2c(N3CCOCC3)c(=O)c2=O)CC1 (stereo unspecified)
4	-5.5%	-7%	7%	-2%	6%	2%	2%	6%	0.12	-0.34	-0.51	0.37	Cc1cc(C)n(Cc2cnc(N3CCOCC3)s2)n1
3	-9.3%	-6%	-1%	8%	0%	-2%	4%	7%	2.2	-0.16	1.5	-1.1	O=c1[nH]n(-c2ccccc2)c(=O)c2ccccc12

Following part.
cpd	XIAP antagonists	LYP inhibition	human PMI inhibitors	AID2073	SIAH1 antagonists	P. falciparum M1AAP	M17LAP inhibition	human PMI inhibition	Dynein transport	Dynein transport cytoplasmic EGFP	Dynein transport nuclear GR-EGFP	Dynein transport cell count	Molecule
11	-6.4%	-29%	10%	4%	12%	0%	4%	10%	0.026	-0.16	0.35	0.85	C/C(=N\NC(=O)CCc1ccc(S(=O)(=O)N2CCOCC2)cc1)c1ccc(Br)cc1
12	-5.1%	-7%	-3%	-1%	0%	6%	-5%	1%	-0.18	-0.2	-0.085	0.72	CCCCc1c(O)nc2sc3cc(OC)ccc3n2c1=O
13	-4.8%	-12%	-4%	6%	10%	-9%	3%	0%	-0.65	-0.15	-0.2	0.73	Cc1cc(C)n(-c2n[nH]c(C)c2[N+](=O)[O-])n1
14	-2.3%	-1%	12%	5%	2%	3%	6%	14%	0.56	-0.22	0.46	-0.34	CC(C(=O)Nc1nccs1)N1C(=O)C2CC=CCC2C1=O (stereo unspecified)
15	-2.4%	4%	-9%	4%	3%	6%	24%	-8%	-0.14	-0.14	0.018	-0.75	O=C(/C=C/c1cccs1)NC1CC1
16	x	0%	x	u	3%	2%	-6%	x	0.11	-0.24	-0.022	-0.27	C=CCON/C(CCC)=C1\C(=O)CC(C)(C)CC1=NC
17	-11%	-4%	19%	23%	27%	99µM*	22%	3%	0.12	-0.28	0.17	1.1	COc1ccc(S(=O)(=O)/N=C2/NC(=O)/C(=C\c3ccco3)S2)cc1
18	-3.4%	-5%	17%	1%	-3%	3%	3%	18%	-0.58	-0.2	-0.69	0.74	CCOC(=O)C(=O)/C(=C\N(C)C)c1onc(-c2ccccc2)c1C(=O)OC
19	-5.9%	1%	-2%	9%	0%	1%	-5%	0%	0.2	-0.26	-0.091	-0.13	CC1(C)C(=O)OC(C(=O)c2ccc(Cl)cc2)C(C)(C)C1=O (stereo unspecified)
20	-3.3%	0%	0%	2%	-5%	-2%	2%	-3%	-0.46	-0.32	-0.14	0.4	O=C(OCc1nnc(-c2ccccc2)o1)c1cccnc1Cl

(continued)
cpd	XIAP antagonists	LYP inhibition	human PMI inhibitors	AID2073	SIAH1 antagonists	P. falciparum M1AAP	M17LAP inhibition	human PMI inhibition	Dynein transport	Dynein transport cytoplasmic EGFP	Dynein transport nuclear GR-EGFP	Dynein transport cell count	Molecule
21	-2.1%	-1%	8%	-3%	0%	0%	4%	18%	-0.58	-0.045	-0.19	0.5	O=C(c1ccc([N+](=O)[O-])cc1)N1CCSC1c1ccc(Cl)cc1 (stereo unspecified)
22	-2.5%	6%	5%	2%	3%	8%	8%	-2%	0.13	-0.21	0.54	2.1	CN(C)CCCN(C(=O)CCc1ccccc1)c1nc2ccc(F)cc2s1
23	-6.0%	-8%	8%	1%	0%	1%	10%	14%	1.5	-0.33	0.8	-0.39	CCOC(=O)N1CCN(Cc2cccs2)CC1
24	x	-3%	x	-20%	-2%	7%	11%	x	0.29	-0.25	0.28	-0.35	COc1ccc(CC(=O)NNc2ncnc3c2cnn3Cc2ccccc2)cc1OC
25	-3.7%	-9%	-8%	-3%	2%	2%	5%	-10%	3.3	0.29	2.8	-2	C=CCOCC(O)CS(=O)(=O)Cc1ccc(Cl)cc1 (stereo unspecified)
26	-4.1%	-1%	-6%	11%	-2%	-3%	9%	-11%	0.55	0.024	0.48	0.035	CCOc1cc(/C=N/O)ccc1OCC(=O)Nc1cccc(C)c1
27	-6.1%	-2%	-4%	5%	0%	4%	5%	-2%	0.11	-0.22	0.13	0.33	CS(=O)(=O)N(CC(=O)N/N=C/c1ccc(OCC(=O)N2CCOCC2)cc1)c1ccccc1Cl
28	-1.4%	-8%	6%	10%	-1%	3%	-2%	4%	-0.18	-0.17	0.47	0.4	CCOC(=O)NC(=O)CSc1nc(C)cc(C)c1C#N
29	-5.5%	-2%	3%	13%	-3%	1%	1%	8%	0.37	0.029	0.74	0.56	CCN(c1c(C)n(C)n(-c2ccccc2)c1=O)S(C)(=O)=O
30	1.4%	0%	12%	33%	-6%	4%	5%	2%	-0.56	-0.15	-0.28	0.34	NS(=O)(=O)c1ccc(N/N=C2/CCCc3ccccc32)c([N+](=O)[O-])c1

More entries:
cpd	XIAP antagonists	LYP inhibition	human PMI inhibitors	AID2073	SIAH1 antagonists	P. falciparum M1AAP	M17LAP inhibition	human PMI inhibition	Dynein transport	Dynein transport cytoplasmic EGFP	Dynein transport nuclear GR-EGFP	Dynein transport cell count	Molecule
31	-0.8%	-2%	-2%	8%	8%	4%	0%	2%	-0.45	-0.29	-0.14	0.48	CCC(Sc1nc2cc(OC)c(OC)cc2c(=O)n1Cc1ccc(OC)cc1)C(=O)NCCOC (stereo unspecified)
32	-62%	4%	-1%	0%	-1%	-1%	2%	2%	-0.61	0.28	0.021	-0.12	CCOC(=O)c1cccc(NC(=O)C2CCN(S(=O)(=O)c3cccs3)CC2)c1
33	0.3%	-3%	2%	7%	4%	0%	-13%	6%	-0.3	-0.17	-0.095	-0.16	O=C(Cn1nc(-c2ccccc2)c2ccccc2c1=O)Nc1ccc2c(c1)nc1n2CCOC1
34	-7.2%	-7%	13%	25%	-2%	3%	9%	15%	0.24	-0.12	0.17	-0.22	CCCNS(=O)(=O)c1cccc(C(=O)NC2CCCc3ccccc32)c1 (stereo unspecified)
35	-7.2%	-4%	6%	-1%	1%	-1%	1%	11%	-0.44	-0.29	0.017	-0.027	CN(Cc1nc2ccccc2[nH]1)Cc1nc(CC2CC2)no1
36	-3.5%	-8%	-11%	22%	6%	0%	14%	-7%	-0.63	-0.19	-0.36	0.49	Cc1ccc(-c2nnnn2C2C/C(=N\NC(N)=S)C3OCC2O3)cc1 (stereo unspecified)
37	x	-7%	x	-1%	2%	0%	1%	x	-0.81	-0.68	-0.14	0.87	O=c1[nH]c2ccccc2c(O)c1-c1ccccc1
38	x	-4%	x	6%	1%	12%	3%	x	0.24	-0.23	0.073	-0.077	CSc1c(-c2ccccn2)c(N)nn1C(=O)C1CC1
39	-0.6%	-3%	-6%	3%	-5%	2%	3%	-10%	-0.37	-0.21	0.16	-0.54	O=C1OC(/C=C/c2ccccc2)=NC/1=C\c1cccnc1
40	-8.7%	-1%	-13%	57%*	-4%	12%	-1%	-4%	0.25	-0.26	0.062	0.42	COc1cc2c(cc1NC(=O)C(C)OC(=O)c1ccc(S(=O)(=O)Nc3ccccc3Cl)cc1)oc1ccccc12 (stereo unspecified)
41	-1.6%	-4%	8%	5%	8%	3%	-2%	11%	-1.1	-0.31	0.092	0.91	CCCNC(=O)COC(=O)c1ccc(OCC(=O)Nc2ccccc2OC)c(OC)c1
42	-6.2%	-11%	8%	-4%	-3%	7%	6%	3%	0.23	-0.26	0.54	-0.89	CC(=O)Nc1ccc(NC(=O)C2CCN(C(=O)c3ccc([N+](=O)[O-])cc3)CC2)cc1
43	-1.8%	-4%	3%	-1%	-3%	5%	1%	2%	0.22	-0.17	0.13	0.68	COc1ccc(S(=O)(=O)N(C)CC(=O)NCCC2=CCCCC2)cc1

Bioassay records (PubChem BioAssay)
